Rpn11 inh: Rpn11 (PSMD14) deubiquitinase inhibitors, primary screen, biochemical, fluorescence polarization, uHTS; 0.59% of 360,000 active; calls only at 20 µM; AID 588493, 2011; human 26S proteasome, Ub4-pepOG fluorescence polarization; 20S core pre-blocked with epoxomicin;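 active means inhibition at 20 µM, scaled to each plate's controls, above about 33%, limit read from the data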
Scp1 inh: Scp-1 phosphatase inhibitors, primary screen, biochemical, colorimetric, uHTS; Carboxy-terminal domain RNA polymerase II polypeptide A small phosphatase 1 (Homo …; 0.88% of 340,000 active; Recombinant Scp1, phosphopeptide, malachite green phosphate absorbance; inhibition, % at 20 µM;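 active means inhibition above about 50% at 20 µM, limit read from the data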;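 further: plate controls were DMSO wells with enzyme for no effect and wells lacking enzyme for full effect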
Target sequence (Q9GZU7 76-261 limits assumed): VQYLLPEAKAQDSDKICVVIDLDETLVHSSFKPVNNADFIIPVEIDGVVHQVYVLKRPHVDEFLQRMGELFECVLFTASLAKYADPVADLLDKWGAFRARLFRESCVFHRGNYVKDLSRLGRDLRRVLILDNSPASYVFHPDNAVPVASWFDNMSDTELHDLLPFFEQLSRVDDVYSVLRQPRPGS
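assay system = SCP-1 phosphatase catalytic domain, residues 76-261 | buffer or medium = 50 mM Tris acetate pH 5.5, 0.005% Tween-20, 10 mM MgCl2 | incubation = enzyme reaction 45 min at room temperature, colour 5 min, stabilisation 30 min | signal = Phosphate-binding colour reagent, absorbance read at 630 nm | measure = % inhibition at 20 µM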
NadD block: inhibitors of S. aureus NadD, primary screen, biochemical, colorimetric, uHTS; inhibition, % at 20 µM; AID 602399, 2012; purified NadD enzyme, colorimetric absorbance read-out; 0.78% of 360,000 active; in the data active means inhibition above about 26%; further: some compounds past the cut are filed as inactive
SUMO1-SIM PPI: modulators of SUMO1 protein-protein interactions, primary screen, biochemical, uHTS; inhibition, % at 20 µM; SUMO1 binding to a labelled peptide, TR-FRET, 1 h; 0.33% of 360,000 active; Small ubiquitin-related modifier 1 (Homo sapiens), P63165; in the data active means inhibition above about 37%
Target sequence (P63165 whole entry, looked up): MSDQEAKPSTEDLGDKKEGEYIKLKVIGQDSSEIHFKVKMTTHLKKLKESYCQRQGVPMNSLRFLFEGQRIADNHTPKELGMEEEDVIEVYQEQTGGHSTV
DNMT1 inh: human DNMT1 methyltransferase inhibitors, primary screen, biochemical, molecular beacon, fluorescence, HinP1I cleavage, uHTS. AID 588458, 2011. DNA (cytosine-5)-methyltransferase 1 (Homo sapiens), P26358. 0.83% of 360,000 active. inhibition (reported as % activation of signal), % at 10 µM; in the data active means inhibition above about 50%
CSN inh: inhibitors of CSN-mediated cullin deneddylation, primary screen, biochemical, fluorescence polarization, uHTS; AID 651999, 2013; Purified CSN, SCF-Nedd8-OG deneddylation; 0.38% of 360,000 active; inhibition, % at 12.5 µM;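 active means pattern-corrected inhibition above about 35%, with an unprinted fluorescence ratio check between 0.5 and 1.5, limit read from the data, passing the limit was not always enough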;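 further: 0% = enzyme with substrate and 100% = substrate without enzyme; some results filed as inactive read as strong as hits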
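Assay system: HEK293T-derived human Csn5 enzyme; quantity: 0.24 nM enzyme; medium: Tris/NaCl/DTT buffer, pH 7.5; also added: substrate SCFSkp2-Nedd8OG, 10 nM; doses: 12.5 µM compound; schedule: 90 min reaction at room temperature; signal: FP; read-out: % inhibition of substrate cleavage by Csn5; benchmarks: substrate-only high control, full reaction low control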
TbMetRS inhib: T. brucei MetRS inhibitors, primary screen, biochemical, luminescence. 0.4% of 360,000 active. methionyl-tRNA synthetase (Trypanosoma brucei brucei). inhibition, % at 11.9 µM. purified T. brucei MetRS, ATP depletion, Kinase-Glo luminescence;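 active means inhibition above a per-plate cutoff of the control wells' mean inhibition plus 3 SD, cut at about 5.5% in these data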;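 further: 0% = DMSO wells median and 100% = median of wells with control inhibitor compound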
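Test system – parasite MetRS enzyme · Reagent – substrates ATP, L-methionine and bulk Escherichia coli tRNA · Doses – 11.9 µM compound single dose, 0.9% DMSO · Times – 15 min enzyme-compound preincubation, 2 h reaction, 10 min detection, 25 °C · Signal – Kinase-Glo luminescence, ATP depletion format · Controls – DMSO-only wells as low control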
STEP inh: STEP phosphatase inhibitors, primary screen, biochemical, fluorescence intensity, uHTS | recombinant STEP, OMFP fluorogenic substrate | inhibition, % at 20 µM | 0.25% of 360,000 active;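 active means inhibition at 20 µM, scaled per plate between control wells, above about 37%, limit read from the data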;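 further: 0% = DMSO with enzyme and substrate and 100% = substrate only without enzyme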
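material = STEP tyrosine phosphatase | reagent = fluorogenic phosphatase substrate OMFP at 25 µM final | doses = single compound dose of 20 µM, 1% DMSO final | schedule = 20 min reaction, room temperature, in the dark | measured by = fluorescence, 480/540 nm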
LMPTP block: LMPTP phosphatase inhibitors, primary screen, biochemical, fluorescence intensity, uHTS; recombinant LMPTP-A, OMFP fluorogenic substrate; inhibition, % at 20 µM; 0.22% of 360,000 active;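 active means compounds that cut the enzyme signal by at least half of the control window in the single-dose screen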;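 further: plate controls were DMSO wells with enzyme plus substrate for no effect and substrate without enzyme for full effect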
Target sequence (P24666 whole entry, looked up): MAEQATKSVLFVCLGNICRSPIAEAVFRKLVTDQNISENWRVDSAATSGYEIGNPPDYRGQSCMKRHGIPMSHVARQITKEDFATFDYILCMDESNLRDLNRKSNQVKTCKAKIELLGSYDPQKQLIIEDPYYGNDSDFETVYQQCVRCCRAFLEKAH
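Assay system: LMPTP-A, protein tyrosine phosphatase of low molecular weight / Medium: pH 6.0 Bis-Tris buffer with DTT and Triton X-100 / Schedule: 50 min enzyme reaction at room temperature, protected from light / Measured by: endpoint fluorescence intensity from OMFP dephosphorylation / Read-out basis: % inhibition relative to no-enzyme and uninhibited control wells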
MLLE-PAM2 inh: inhibitors of PABP1 MLLE–PAM2 peptide binding, primary screen, biochemical, fluorescence polarization, FITC-PAM2, GST-MLLE; Polyadenylate-binding protein 1 (Homo sapiens), P11940; inhibition, % at 20 µM; 0.36% of 360,000 active; AID 588489, 2011; in the data active means inhibition above about 35%, passing the limit was not always enough;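 further: plate controls were DMSO wells with GST-MLLE for no effect and wells lacking GST-MLLE protein for full effect; some results filed as inactive read as strong as hits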
Target sequence (P11940 whole entry, looked up): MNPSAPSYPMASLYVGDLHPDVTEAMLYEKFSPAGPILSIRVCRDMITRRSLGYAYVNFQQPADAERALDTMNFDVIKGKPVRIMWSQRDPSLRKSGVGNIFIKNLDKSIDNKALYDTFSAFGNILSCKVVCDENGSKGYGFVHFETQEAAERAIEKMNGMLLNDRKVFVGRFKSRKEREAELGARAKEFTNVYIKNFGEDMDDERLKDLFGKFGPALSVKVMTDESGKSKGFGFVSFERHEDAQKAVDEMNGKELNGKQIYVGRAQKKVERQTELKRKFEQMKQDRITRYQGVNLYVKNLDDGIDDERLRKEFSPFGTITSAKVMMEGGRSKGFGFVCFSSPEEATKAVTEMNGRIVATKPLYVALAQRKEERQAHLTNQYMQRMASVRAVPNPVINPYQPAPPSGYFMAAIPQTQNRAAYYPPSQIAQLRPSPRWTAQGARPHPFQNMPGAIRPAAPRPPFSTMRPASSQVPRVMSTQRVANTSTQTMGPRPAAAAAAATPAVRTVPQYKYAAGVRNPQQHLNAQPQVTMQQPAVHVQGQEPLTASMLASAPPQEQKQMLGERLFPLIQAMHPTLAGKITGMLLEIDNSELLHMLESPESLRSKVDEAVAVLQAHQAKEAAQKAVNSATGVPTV
An asterisk follows results filed as active; i = inactive; nt = no result given; + = active, no number.

Rpn11 inh,Scp1 inh,NadD block,SUMO1-SIM PPI,DNMT1 inh,CSN inh,TbMetRS inhib,STEP inh,LMPTP block,MLLE-PAM2 inh,SMILES
i,5.0,10.0,-1.3,-6.3,-3.9,0.6,0.0,2.7,7.1,COc1ccc(NS(=O)(=O)c2cc(NC(=O)/C=C/c3cc(OC)c(OC)c(OC)c3)ccc2N2CCCCC2)cc1
i,-8.0,3.3,-6.4,1.5,-1.3,0.5,1.3,0.8,15.6,O=C(NCCCN1CCOCC1)c1c(-c2ccccc2)sc2ccccc12
i,3.2,-7.1,0.9,0.7,-0.9,0.0,-1.3,-0.1,-0.7,COc1cccc(NC(=O)N2CCC(C(N)=O)(N3CCCCC3)CC2)c1
i,-5.3,-7.3,0.2,2.8,-4.5,-0.8,-0.9,-1.6,-2.9,c1ccc(COCCN2CCN(CCOCc3ccccc3)CC2)cc1
i,-9.5,-3.0,1.0,-0.6,1.1,0.0,-0.9,-1.6,5.5,CCCCCn1c(=O)[nH]c2cc(C(=O)NCCN3CCOCC3)ccc2c1=O
i,-7.2,-2.8,1.8,-2.2,-0.9,-0.3,0.0,1.9,-5.8,COc1cccc(CN(C)C(=O)c2cccc(OCc3ccccc3)c2)c1
i,-9.0,2.0,-6.7,3.6,-2.7,2.5,3.1,-0.8,2.6,N=C1C(=O)OCC1c1cc(Cl)ccc1NC(=O)Nc1ccccc1 (stereo not drawn)
i,18.2,4.1,5.9,3.0,3.3,0.6,6.9,-6.6,-115.1,OCCNC1=NCCN1
i,-4.2,-1.2,-19.9,-1.1,-8.3,0.2,-0.9,0.3,0.8,CCNc1ccc(C(=O)OCC(=O)NC(=O)NCC(C)C)cc1[N+](=O)[O-]
i,3.8,-1.7,5.2,-1.9,-0.8,-0.6,0.0,-1.1,9.6,O=C(NCCOc1ccccc1)C1CCC(=O)N(CCCN2CCCC2=O)C1 (stereo not drawn)
i,-6.9,6.4,-0.2,10.5,1.7,-0.1,0.6,-0.2,-25.0,CCCCn1c(N)c(N(CC(C)C)C(=O)c2oc3ccc(Br)cc3c2C)c(=O)[nH]c1=O
i,-2.4,9.8,-3.0,0.3,6.4,-1.1,4.3,-1.0,-10.1,COc1cc(NC(=O)c2ccco2)c(OC)cc1NC(=O)CSc1nnc(-c2cccs2)n1C
i,-13.6,-6.0,3.8,-1.2,0.7,-0.6,-2.1,0.7,-0.4,Cc1ccc(CCNC(=O)CSCc2ccc(F)cc2)cc1
i,-6.1,-5.5,3.9,1.6,1.3,-0.6,-1.3,-1.1,2.4,Cc1ccc(C(=O)c2ccccc2C(=O)O)cc1C
i,-6.7,-2.2,0.4,2.8,2.4,-0.3,1.1,-0.1,0.8,O=C(CSc1nnc(-c2ccncc2)n1CC1CCCO1)Nc1nccs1 (stereo not drawn)
i,-0.4,1.7,-1.6,-4.3,3.0,0.4,-0.2,-0.2,-5.4,CCOc1ccccc1OCCCC(=O)Nc1ccc(OC)nc1
i,-1.8,-4.2,-2.7,-0.7,2.0,0.3,-1.6,-1.8,-1.0,COCc1nc(-c2cc(Br)ccc2OC)no1
i,-8.3,1.6,0.0,-2.9,-4.5,-0.4,-2.5,2.7,-6.6,CCNc1nc(NCc2ccccc2)nc(SCC(=O)Nc2ccccc2)n1
i,16.2,-4.5,-2.0,2.6,2.7,-0.7,-2.4,-3.0,1.0,CC1CN(C(=O)c2ccc(N3CCCCC3)c([N+](=O)[O-])c2)CC(C)O1 (stereo not drawn)
i,-7.6,2.6,-5.4,9.3,3.8,0.3,9.1,0.4,-18.8,COc1ccc(C2=C(SC)CC2=NC(C)(C)C)cc1
i,-7.3,-3.5,-0.2,1.6,3.6,0.9,0.4,-1.9,-1.6,CC(CN1CCCC1)OC(=O)c1ccc(Br)cc1 (stereo not drawn)
i,-3.4,-5.1,-0.5,-1.3,-3.4,0.3,1.5,0.4,-5.9,CC1CC(C)CN(CCCNC(=O)c2csc3c2CCCCC3)C1 (stereo not drawn)
i,-8.6,-6.0,-0.3,-1.0,5.2,-0.1,-3.9,-0.1,14.2,CCC1CCCCN1CCCNC(=O)CN1C(=O)COc2ccccc21 (stereo not drawn)
i,4.5,1.9,1.1,0.3,1.8,0.4,0.7,1.5,11.8,CCc1cccc(CC)c1NC(=S)NC(C)c1ccccc1 (stereo not drawn)
i,-2.3,-6.8,-0.7,2.9,-3.5,0.3,-1.7,-2.0,-2.8,OCC[C@H]1C[C@@H](O)[C@H](O)[C@@]2(CCc3ccccc3O2)O1

Given with two lines to a compound: part of the list above.
Below each compound – Rpn11 inh	Scp1 inh	NadD block	SUMO1-SIM PPI	DNMT1 inh	CSN inh	TbMetRS inhib	STEP inh	LMPTP block	MLLE-PAM2 inh
> O=C(NCCCN1CCOCC1)c1c(-c2ccccc2)sc2ccccc12
→ i	-8.0	3.3	-6.4	1.5	-1.3	0.5	1.3	0.8	15.6
> CCOc1ccccc1OCCCC(=O)Nc1ccc(OC)nc1
→ i	-0.4	1.7	-1.6	-4.3	3.0	0.4	-0.2	-0.2	-5.4
> COCc1nc(-c2cc(Br)ccc2OC)no1
→ i	-1.8	-4.2	-2.7	-0.7	2.0	0.3	-1.6	-1.8	-1.0

The list continues:
Rpn11 inh,Scp1 inh,NadD block,SUMO1-SIM PPI,DNMT1 inh,CSN inh,TbMetRS inhib,STEP inh,LMPTP block,MLLE-PAM2 inh,SMILES
i,-8.9,-9.6,-5.0,-3.6,2.5,-0.6,-0.6,3.3,6.2,CC(C)c1ccc2[nH]c3c(c2c1)CCC/C3=N\NC(=O)c1ccncc1
i,-19.1,-4.4,4.6,2.0,-9.3,-0.2,2.8,1.3,-0.8,O=C(c1cccs1)c1ccccc1Cc1cccs1
i,4.2,-1.8,2.5,-4.2,0.9,0.4,-0.5,0.4,2.0,CCN(CC)C(=O)c1sc(NC(=O)C(C)C)c(C#N)c1C
i,-13.2,4.7,-6.9,9.2,4.4,-0.1,5.2,2.8,-2.2,COc1ccc2nc(N=Nc3ccc(N(C)C)cc3)sc2c1
i,nt,2.2,0.6,8.4,0.9,-0.5,0.7,-1.1,-2.3,Cc1ccc([C@H]2C[C@@H](n3cc(C4CC4)nn3)[C@H](O)CN2C(=O)C2CCCCC2)cc1
i,-9.6,-8.8,0.2,1.2,-14.2,0.1,-1.6,1.6,-3.3,Cc1ccc(-n2nnnc2SC(C)C(=O)NCC(=O)Nc2ccc(F)c(F)c2F)c(C)c1 (stereo not drawn)
i,-5.5,-4.9,-0.9,-4.5,-4.0,-0.5,1.1,0.8,5.8,O=C(COC(=O)CNC(=O)c1ccc(Cl)cc1Cl)Nc1ccc(N2CCOCC2)cc1
i,0.6,7.9,-11.7,5.9,3.4,0.3,2.2,4.6,13.5,Cc1cccc2cc(-c3ccccc3)c(-c3ccccc3)c[n+]12
i,-13.1,-2.6,2.6,-3.5,-11.2,-1.1,4.1,-0.6,-4.4,CC1(C)C(=O)OC(C(=O)c2ccc(C(C)(C)C)cc2)C(C)(C)C1=O (stereo not drawn)
i,-7.5,1.2,-2.8,5.6,9.0,-0.6,-1.4,0.6,8.9,O=C(N/N=C/c1ccc(Cl)cc1Cl)C(=O)NC1CC1
i,9.0,4.4,-4.4,-4.5,7.0,-0.4,2.3,0.1,-23.2,CCOc1ccc(C2=Nn3c(nnc3-c3ccccc3OC)SC2)cc1
i,1.4,0.0,0.1,-0.6,5.5,-0.1,-0.7,-1.1,8.9,Cc1ccc(NC(=O)C(C)N2CCc3ccccc3C2)cc1 (stereo not drawn)
i,nt,1.7,2.6,0.5,0.6,1.1,1.5,-1.0,-11.5,CCOC(=O)N(C)C[C@H]1OCc2cnnn2CCCC(=O)N([C@@H](C)CO)C[C@@H]1C
i,6.2,-2.3,-18.1,0.9,-2.8,2.7,-2.2,-0.6,5.8,COc1ccc(CCNC(=O)c2cccc([N+](=O)[O-])c2)cc1OC
i,1.9,-2.7,0.5,4.2,-0.7,-2.0,-3.3,0.0,-4.7,C=CCC(C=C)S(=O)(=O)c1ccc(C)cc1 (stereo not drawn)
i,-5.3,0.3,3.0,1.9,0.9,-0.2,-0.2,-2.1,-9.8,CCc1ccc(C2=NN(CCC(=O)NCC3CCCO3)C(=O)CC2)cc1 (stereo not drawn)
i,-1.3,0.8,-4.4,2.5,-1.4,-1.0,-2.5,-0.5,7.2,CC(=O)Nc1cccc(OC(=O)c2ccoc2C)c1
i,nt,-3.1,-8.5,7.2,0.6,0.1,-1.0,0.1,-0.3,O=C(Nc1ccc([N+](=O)[O-])cc1Cl)c1cccc([N+](=O)[O-])c1
i,-8.0,-2.0,-3.1,11.6,1.1,-0.3,-0.5,-0.7,-10.7,Cc1ccc(S(=O)(=O)Nc2c(C)nn(C)c2C)cc1
nt,-9.6,-2.5,-14.7,7.9,89.7,-0.7,-1.0,1.1,-83.4,Cc1ccc(NC(=O)c2ccc(NCc3ccco3)c([N+](=O)[O-])c2)cc1Cl
i,-7.6,-3.7,6.7,4.5,-2.6,-0.6,2.1,1.5,26.0,CC1=Nc2ccccc2NC(=O)C1Sc1nnc(C)s1 (stereo not drawn)
i,-3.5,-0.9,6.9,-1.0,-5.7,-0.2,-0.3,-0.1,-2.5,Cc1ccsc1C(=O)NNC(=O)COc1ccccc1Cl
+,-11.6,-0.7,0.9,1.8,0.7,-0.7,1.1,22.4,4.4,CCCN(CC(=O)Nc1cc(C)on1)S(=O)(=O)c1cccc(C(F)(F)F)c1

Limited to SUMO1-SIM PPI and DNMT1 inh, for some of the entries so far:
smiles	SUMO1-SIM PPI	DNMT1 inh
Cc1ccc(NC(=O)C(C)N2CCc3ccccc3C2)cc1 (stereo not drawn)	0.1	-0.6
CCOC(=O)N(C)C[C@H]1OCc2cnnn2CCCC(=O)N([C@@H](C)CO)C[C@@H]1C	2.6	0.5

Compound activity deposited in PubChem BioAssay by several laboratories.
